Screening data: PubChem, National Center for Advancing Translational Sciences (NCATS)
PI4K2A block: qHTS for small molecular inhibitors of PI4K2A. Phosphatidylinositol 4-kinase type 2-alpha (Homo sapiens), Q9BTU6. purified PI4K2A, ADP-Glo luminescence, 1 h; active compounds read low. activity change, negative = inhibition, % at 76.9 µM. 420,000 tested, 0.13% active. AID 1346378, 2018; in the data active = activity change below about -50%; inconclusive = mostly about -30% to -49%;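 also: -100% = wells without enzyme as full effect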
Target sequence (Q9BTU6 whole entry, looked up): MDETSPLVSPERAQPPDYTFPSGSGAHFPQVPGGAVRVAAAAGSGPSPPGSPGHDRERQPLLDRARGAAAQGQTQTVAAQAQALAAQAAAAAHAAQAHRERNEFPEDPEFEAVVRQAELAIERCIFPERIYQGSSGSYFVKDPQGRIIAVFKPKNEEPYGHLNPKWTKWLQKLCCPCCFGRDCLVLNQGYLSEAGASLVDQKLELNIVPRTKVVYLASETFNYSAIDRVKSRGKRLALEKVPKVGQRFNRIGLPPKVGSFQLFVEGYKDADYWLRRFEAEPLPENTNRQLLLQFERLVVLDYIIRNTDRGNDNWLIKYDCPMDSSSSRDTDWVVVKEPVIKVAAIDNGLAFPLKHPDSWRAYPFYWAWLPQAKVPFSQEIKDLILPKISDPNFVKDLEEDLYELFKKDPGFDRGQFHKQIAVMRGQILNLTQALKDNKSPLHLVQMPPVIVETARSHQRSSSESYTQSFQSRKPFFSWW
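PI4K2A activity was measured by ADP-Glo luminescence: enzyme (4 ug/mL stock) and phosphatidylinositol (1.2 mM stock) in Tris pH 7.5/MgCl2/EGTA/Triton X-100 buffer were reacted with ATP (300 microM stock) for one hour at ambient temperature.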
Pin1 inhibitor: qHTS Assay to Find Inhibitors of Pin1 | Pin1 FP peptide displacement, HiFluor488, 10 min | 390,000 tested, 0.009% active | Peptidyl-prolyl cis-trans isomerase NIMA-interacting 1 (Homo sapiens), Q13526 | Potency, µM (doses to about 115 µM), for inactives: top-dose activity, negative = inhibition, hits mostly inhibitors; active = well fitted inhibition curve with a large enough effect in the polarisation, with a control signal flat, not every such curve was filed as active; inconclusive = small, poorly fitted or top-dose-only effect, or effect the other way, or a change in a side signal; inactive = no such curve, though single readings can be large or run the other way; the % refers to the polarisation; also: potency is read from the fitted curve at half-maximal effect; % is scaled to controls: 0 for no effect and ±100 for the full control effect
Target sequence (Q13526 whole entry, looked up): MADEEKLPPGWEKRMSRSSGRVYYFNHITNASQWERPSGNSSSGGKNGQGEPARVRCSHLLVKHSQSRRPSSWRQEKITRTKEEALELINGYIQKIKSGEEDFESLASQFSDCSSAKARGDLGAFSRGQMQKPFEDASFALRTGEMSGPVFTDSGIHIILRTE
Tb PGK inh: qHTS Assay to Find Inhibitors of Phosphoglycerate Kinase. Phosphoglycerate kinase, glycosomal (Trypanosoma brucei brucei), P07378. 380,000 tested, 0.043% active. PGK/GAPDH coupled, Kinase-Glo luminescence, 60 min. AID 602233, 2012. Potency, µM (titrated, usually from 57.5 µM), inactives show at the highest dose activity change, negative = inhibition, actives largely listed as inhibitors; also: potency is read from the fitted curve at half-maximal effect; % is scaled to controls: 0 for no effect and ±100 for the full control effect; nearly all actives have a fitted effect of over 60% in size
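Recombinant glycosomal PGK reaction used 1,3-bisphosphoglycerate generated in-well by GAPDH (100nM final) in 100mM TEA pH 7.6, 5mM MgCl2, 0.01% Tween-20. After 60 minutes at room temperature, ATP was read by Kinase-Glo Plus luminescence end-point.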
TrxR1 inh: qHTS Assay for Inhibitors of Mammalian Selenoprotein Thioredoxin Reductase 1 (TrxR1): qHTS | recombinant rTrxR1, NADPH fluorescence consumption, selenite substrate | Potency, µM (highest dose often 114 µM), for the others: at the highest dose activity change, negative = inhibition, hits mostly inhibitors | 390,000 tested, 1% active; also: potency is read from the fitted curve at half-maximal effect; % is scaled to controls: 0 for no effect and ±100 for the full control effect; nearly all actives have a fitted effect of over 65% in size
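Rat TrxR1 (90 nM in the dispensed reagent) was pre-reduced with 400 uM NADPH for 5 min at room temperature, then incubated with compound for 15 min. After 400 uM selenite was added, NADPH fluorescence (Ex 340/Em 450 nm) was followed for 8 min.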
GLS inhibitor: qHTS for Inhibitors of Glutaminase (GLS). Glutaminase kidney isoform, mitochondrial (Homo sapiens), O94925. Potency, µM (top dose mostly 45.5 µM), for inactives: top-dose activity change, negative = inhibition, actives largely listed as inhibitors. 410,000 tested, 0.21% active. GLS enzymatic activity, qHTS titration; also: potency is read from the fitted curve at half-maximal effect; % is scaled to controls: 0 for no effect and ±100 for the full control effect
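Two-point fluorescence kinetic (t0, 30 min RT) for hKGA; glutamate detected via glutamate oxidase–HRP–Amplex Red. Substrate: 1 mM L-glutamine solution; buffer 45 mM KH2PO4, pH 8.2.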
IDH1 R132H inh: qHTS for Inhibitors of mutant isocitrate dehydrogenase 1 (IDH1): qHTS | Isocitrate dehydrogenase [NADP] cytoplasmic (Homo sapiens), O75874 | 390,000 tested, 0.093% active | IDH1-R132H enzyme, NADPH consumption, diaphorase/resazurin fluorescence | AID 602179, 2012 | Potency, µM (titrated, usually from 76.6 µM), for inactives: top-dose activity change, negative = inhibition, actives largely listed as inhibitors; also: potency is read from the fitted curve at half-maximal effect; % is scaled to controls: 0 for no effect and ±100 for the full control effect; nearly all actives have a fitted effect of over 65% in size
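IDH1-R132H (0.5 ug/mL dispensed) in pH 7.5 Tris buffer was preincubated 30 min with compound, then given a substrate mix of 0.016 mM NADPH and 2 mM alpha-KG for 80 min at room temperature; remaining NADPH was read by diaphorase/resazurin fluorescence.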
TrxR1 substrate: qHTS Assay for Substrates of Mammalian Selenoprotein Thioredoxin Reductase 1 (TrxR1): qHTS. purified TrxR1 substrate turnover, NADPH consumption readout. Potency, µM (top dose mostly 114 µM), for the others: at the highest dose activity change, negative = substrate turnover. 390,000 tested, 0.01% active. AID 588456, 2011. Thioredoxin reductase 1, cytoplasmic (Rattus norvegicus), O89049; also: potency is read from the fitted curve at half-maximal effect; % is scaled to controls: 0 for no effect and ±100 for the full control effect; nearly all actives have a fitted effect of over 50% in size
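Rat TrxR1, dispensed at 90 nM, was prereduced with 400 uM NADPH (final) for 5 min at ~22 deg C, then incubated with compound 15 min before 400 uM selenite. A first-read NADPH fluorescence drop versus no-compound background flagged substrates.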
USP1 inh: Inhibitors of USP1/UAF1: Primary Screen. Ubiquitin carboxyl-terminal hydrolase 1 (Homo sapiens), O94782. recombinant USP1/UAF1, Ub-Rhodamine cleavage fluorescence. Potency, µM (doses to about 57.1 µM), for the others: top-dose activity change, negative = inhibition, hits mostly inhibitors. 390,000 tested, 0.23% active; also: potency is read from the fitted curve at half-maximal effect; % is scaled to controls: 0 for no effect and ±100 for the full control effect; nearly all actives have a fitted effect of over 60% in size; inactives centre near -12
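In this screen, compounds sit with the deubiquitinase complex (1nM) for 15 min at room temperature before Ub-Rho is added at 150nM final. Fluorescence rise is then followed for 6 reads every 60 seconds.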
HP1b binding inh: HTS for Inhibitors of HP1-beta Chromodomain Interactions with Methylated Histone Tails | Chromobox protein homolog 1 (Homo sapiens), P83916 | AlphaScreen HP1-beta / biotin-H3K9me3 peptide binding | Potency, µM (doses to about 114 µM), for the others: top-dose activity change, negative = inhibition, most hits filed as inhibitors | 390,000 tested, 0.56% active | AID 540317, 2011; also: potency is read from the fitted curve at half-maximal effect; nearly all actives have a fitted effect of over 70% in size; inactives centre near 23
Target sequence (P83916 whole entry, looked up): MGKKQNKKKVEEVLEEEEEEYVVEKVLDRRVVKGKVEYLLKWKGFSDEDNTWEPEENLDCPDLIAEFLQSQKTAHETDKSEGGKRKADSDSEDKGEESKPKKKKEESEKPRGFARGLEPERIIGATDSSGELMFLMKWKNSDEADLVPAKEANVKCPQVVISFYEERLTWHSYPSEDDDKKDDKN
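HP1-beta protein (50 nM final) preincubated 30 min at room temperature with biotinylated H3(1-18)K9me3 peptide (50 nM) in PBS pH 7.4, 0.01% Tween-20, then compound added for 30 min. AlphaScreen streptavidin donor/nickel chelate acceptor beads (10 ug/mL final), 30 min dark, luminescence read.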
* marks the source's active call; other numbers are inactive results; i = inactive; ? = inconclusive; [ ] = another dose, or the depositor's remark. Unless noted, calls follow the shape of the dose curve; as a rule, active = well fitted curve in the direction sought with a large enough effect; inconclusive = small, poorly fitted or top-dose-only effect, or another doubt; inactive = no such curve, though single readings can be large; an effect the other way counts as inactive or inconclusive. A portion of the library; rates above refer to the full screens.

(1) CCCCCn1nc(C)c2c(C)cc(=O)[nH]c21
(2) Cn1c(=O)c2c(ncn2CCCc2ccccc2)n(C)c1=O
(3) CCC(C)NC(=O)Cn1c(=O)n(Cc2ccc(C(=O)NCc3ccc(C)cc3)cc2)c(=O)c2ccccc21 (centres undefined)
(4) CCOc1ccc(NC(=O)Nc2nnc(CC(=O)NCc3ccccc3)s2)cc1
(5) O=C(Cc1ccc(Cl)cc1)NNC(=O)C(=O)NC1CCCCC1
(6) CCCc1cc(=O)[nH]c(SCC(=O)Nc2cccc3ccccc23)n1
(7) Cc1ccc(NC(=O)NCC2CCN(Cc3cc(C)ccc3Cl)CC2)c(C)c1
(8) CC(=O)Oc1cc(OC(C)=O)c2c(=O)c(-c3ccc4c(c3)OCCCO4)c(C)oc2c1
Screen / compound no. | 1 | 2 | 3 | 4 | 5 | 6 | 7 | 8
GLS inhibitor | 3.2% | -0.6% | 8.1% | 4.7% | -12.7% | -5.6% | -5.6% | 5.3%
HP1b binding inh | 7.5% | 29.6% | 23.8% | 26.8% | 40.4%[activator] | 36.6%[activator] | 36.6% | 25.5%
Tb PGK inh | -2.7% | -9.9% | -6.7% | 1.6% | -11.2% | -7.2% | i | -5.3%
Pin1 inhibitor | -0.9% | -0.7% | 25.2% | 0.4% | 1.4% | 2.0% | -8.1% | -4.5%
IDH1 R132H inh | 0.1% | 5.8% | -3.9% | 0.0% | -9.9% | -4.3% | 0.0% | 0.6%
TrxR1 substrate | 9.8%[57.1 µM] | 2.8% | -1.8% | 1.1% | 2.5% | 1.4% | 8.4% | 6.0%
TrxR1 inh | 10.7%[57.1 µM] | 11.6% | 3.0% | 13.4% | 16.4% | 4.6% | -21.0% | ?
PI4K2A block | -1.6 | -1.0 | 2.7 | -0.1 | -0.9 | -4.9 | 1.2 | -1.6
USP1 inh | 3.9% | -12.6% | ? | -1.8% | -7.8% | -14.6% | -20.1% | -8.4%

The final three compounds of the section before come first, to join the parts.
(6) CCCc1cc(=O)[nH]c(SCC(=O)Nc2cccc3ccccc23)n1
(7) Cc1ccc(NC(=O)NCC2CCN(Cc3cc(C)ccc3Cl)CC2)c(C)c1
(8) CC(=O)Oc1cc(OC(C)=O)c2c(=O)c(-c3ccc4c(c3)OCCCO4)c(C)oc2c1
(9) COc1cc2c(cc1NC(=O)c1ccc3c(c1)OCO3)oc1ccccc12
(10) CC(=O)c1ccc(S(=O)(=O)NCCC(=O)N2CCN(c3ccccn3)CC2)cc1
(11) COC(=O)Cc1cc(=O)[nH]c(/N=C(\N)Nc2ccc(C(C)C)cc2)n1
(12) COc1ccc(Cl)cc1NC(=S)N1CCN(c2ncccn2)CC1
(13) O=C(NCCc1nc2ccccc2[nH]1)/C(=C/c1ccc2c(c1)OCO2)NC(=O)c1ccc(Cl)cc1Cl
(14) O=C(COC(=O)c1ccc(CNS(=O)(=O)c2ccc(F)c(Cl)c2)cc1)NCC1CCCCC1
(15) COc1ccc(NC(=O)Nc2ccc(C)cc2Br)c(OC)c1
(16) CC(Cc1cccs1)NC(=S)Nc1ccccc1 (centres undefined)
Screen / compound no. | 6 | 7 | 8 | 9 | 10 | 11 | 12 | 13 | 14 | 15 | 16
GLS inhibitor | -5.6% | -5.6% | 5.3% | -2.4% | 0.8% | -3.0% | -5.1% | -1.3% | -0.1% | 6.6% | 0.0%
HP1b binding inh | 36.6%[activator] | 36.6% | 25.5% | 41.5%[activator] | 38.4%[activator] | 16.2% | 24.9% | 25.4% | 40.1%[activator] | 2.3% | 23.3%
Tb PGK inh | -7.2% | i | -5.3% | -5.6% | 0.0% | 2.8% | 6.4% | -5.8% | -3.0% | -2.8% | -0.4%
Pin1 inhibitor | 2.0% | -8.1% | -4.5% | 14.4% | ? | 1.7% | -0.3% | 0.2% | 1.1% | -1.9% | -1.6%
IDH1 R132H inh | -4.3% | 0.0% | 0.6% | 1.8% | -5.3% | 2.9% | -2.3% | 6.1% | 2.1% | -5.0% | -12.2%
TrxR1 substrate | 1.4% | 8.4% | 6.0% | 57.1%[activator] | 8.4% | 6.6%[57.1 µM] | -1.9%[57.1 µM] | 7.2% | -11.5% | 0.2% | -6.3%
TrxR1 inh | 4.6% | -21.0% | ? | 68.2%[activator] | 11.7% | 23.4%[57.1 µM] | 2.1%[57.1 µM] | 1.5% | -11.2% | 14.0% | -7.5%
PI4K2A block | -4.9 | 1.2 | -1.6 | -2.1 | -0.5 | -2.5 | -1.0 | 0.3 | 2.0 | 0.1 | -1.3
USP1 inh | -14.6% | -20.1% | -8.4% | 0.4% | -23.4% | -16.5% | -22.6% | -10.2% | -10.6% | -10.0% | -6.1%

One compound at a time (already shown).
COC(=O)Cc1cc(=O)[nH]c(/N=C(\N)Nc2ccc(C(C)C)cc2)n1 across the screens: GLS inhibitor = -3.0%; HP1b binding inh = 16.2%; Tb PGK inh = 2.8%; Pin1 inhibitor = 1.7%; IDH1 R132H inh = 2.9%; TrxR1 substrate = 6.6%[57.1 µM]; TrxR1 inh = 23.4%[57.1 µM]; PI4K2A block = -2.5; USP1 inh = -16.5%
O=C(COC(=O)c1ccc(CNS(=O)(=O)c2ccc(F)c(Cl)c2)cc1)NCC1CCCCC1 across the screens: GLS inhibitor = -0.1%; HP1b binding inh = 40.1%[activator]; Tb PGK inh = -3.0%; Pin1 inhibitor = 1.1%; IDH1 R132H inh = 2.1%; TrxR1 substrate = -11.5%; TrxR1 inh = -11.2%; PI4K2A block = 2.0; USP1 inh = -10.6%

Continuation:
(17) COc1cc(Nc2c3c(nc4ccccc24)CCC3)cc(OC)c1OC
(18) O=[N+]([O-])c1ccc2nc(Cl)nc(-c3ccccc3)c2c1
(19) Cc1ccccc1NC(=O)Cc1nc(COC(=O)CCc2ccccc2)cs1
(20) COc1ccc(-c2cc(C(=O)NC3CCCC3)c3ccccc3n2)cc1
(21) C=CCNC(=S)N1CCN(CCN=Cc2c(C)[nH]n(-c3ccc([N+](=O)[O-])cc3)c2=O)CC1
Screen / compound no. | 17 | 18 | 19 | 20 | 21
GLS inhibitor | 43.7%[activator] | 15.5% | -0.1% | -3.3% | 5.8%
HP1b binding inh | 13.9% | 18.0% | 59.7% | 37.0%[activator] | 2.0%
Tb PGK inh | -15.3% | -7.9% | -1.8% | -1.3% | -3.0%
Pin1 inhibitor | -7.1% | -7.4% | 21.7% | 0.7% | 2.6%
IDH1 R132H inh | 5.6% | 0.6% | 7.1% | 4.4% | -1.3%
TrxR1 substrate | 11.7%[57.1 µM] | -9.1% | 3.0% | 29.2% | -4.3%[57.1 µM]
TrxR1 inh | 14.4%[57.1 µM] | -13.0%[57.1 µM] | 15.0% | 25.0% | 14.6%[57.1 µM]
PI4K2A block | 254.2 | -2.9 | -0.6 | -0.7 | -4.2
USP1 inh | -17.9% | 0.4% | -7.1% | -2.9% | -4.5%
